GPR55 activation: GPR55 agonists via beta-arrestin recruitment, primary screen, imaging, U2OS cells, beta-arrestin-GFP redistribution (AID 1961); actives 0.048% (n = 290,000); G-protein coupled receptor 55 (Homo sapiens); activation, % at 10 µM; hits with a dose series show EC50 in µM; U2OS GPR55 beta-arrestin-GFP redistribution imaging; higher % means a stronger effect;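 active = activation above 40% with more than 50 cells counted in the well; inconclusive = wells holding fewer than 50 cells, flagged as toxic or sparse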;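 note: U2OS osteosarcoma cells stably expressing GPR55 and beta-arrestin-GFP; plate controls were DMSO negative control for no effect and LPI positive control for full effect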
West Nile antiviral: West Nile virus antiviral activity, cell-based, CPE readout (AID 1621) | West Nile virus-infected cells, CPE inhibition; higher % means a stronger effect | CPE inhibition, % at 10 µM; hits with a dose series show IC50 in µM | actives 0.02% (n = 290,000); in the data active = a potency from the dose series; inconclusive = CPE inhibition mostly from about 3.7% at the one dose, without a potency; inactive = the rest, 99 in 100 with CPE inhibition below about 2.2%; note: strong numbers were not always called active
KOR beta-arrestin-1: KOR agonists, beta-arrestin recruitment, primary screen, cell-based, luminescence, uHTS (AID 1777); Kappa-type opioid receptor (Homo sapiens); KOR beta-arrestin recruitment, luminescence; higher % means a stronger effect; activation, % at 10 µM; hits with a dose series show EC50 in µM; actives 0.02% (n = 280,000); in the data active = activation above about 50%, passing the limit was not always enough; note: a part of the inactive calls stands beside numbers as strong as those of hits
GPR35 arrestin U2OS: GPR35 antagonists blocking zaprinast-driven arrestin recruitment, primary screen, imaging, U2OS, beta-arrestin-GFP, zaprinast agonist (AID 2058); inhibition, % at 10 µM; hits with a dose series show IC50 in µM; actives 0.052% (n = 290,000); G-protein coupled receptor 35 (Homo sapiens); U2OS GPR35 beta-arrestin-GFP translocation imaging, zaprinast antagonism; higher % means a stronger effect;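 active = inhibition of at least 50% with at least 30 cells and total cytoplasm GFP at most 10,000,000; inconclusive = under 30 cells or total GFP of 10,000,000 plus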
T cell modulator: modulators of CD8 T cell-vesicle binding, primary screen, mouse 2C CD8+ T cells, flow cytometry; 2C CD8+ T cell-vesicle binding; active compounds read low; calls only at 7 µM; actives 0.068% (n = 330,000); AID 2052, 2009;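 active = response, share of CD8 T cells binding vesicles, and their 90th percentile fluorescence all below set limits, cut at about 80% in these data, passing the limit was not always enough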
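Assay system – 2C mouse CD8+ T cells · Also added – QL9-loaded Drosophila micro-vesicles · Timing – Cell–vesicle co-incubation 1.5 h at 37 °C, staining 20 min on ice · Signal – flow cytometry of vesicle-bound cells · Measure – percent CD8+ FL2 mean versus row control · Controls – Peptide-free naked vesicles (low) and QL9 vesicles with 0.7% DMSO vehicle (high)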
PhoP inhibition: inhibitors of PhoP regulon expression, primary screen, Salmonella Typhimurium, GFP reporter (AID 1863) | inhibition, % at 50 µM; hits with a dose series show IC50 in µM | actives 0.16% (n = 300,000) | S. Typhimurium PhoP-regulated promoter GFP reporter, 4 h; higher % means a stronger effect;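 active = inhibition over 29.93%, a cutoff 3 SD above the screen mean, later confirmed by dose response; inconclusive = inhibition over 29.93% but no dose response follow-up; inactive = inhibition at most 29.93% or unconfirmed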;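 note: 0% = low Mg2+ inducing control and 100% = high Mg2+ repressing control; strong numbers were not always called active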
KOR beta-arrestin-2: KOR antagonists, beta-arrestin recruitment, cell-based, luminescence, uHTS (AID 1778). Kappa-type opioid receptor (Homo sapiens). KOR beta-arrestin recruitment, luminescence, antagonist mode; higher % means a stronger effect. one-dose inhibition, % at 10 µM; IC50 in µM for titrated hits. actives 0.091% (n = 290,000); in the data active = inhibition above about 50%; note: strong numbers were not always called active
NTR1 agonist: agonists of NTR1, primary screen, imaging, U2OS cells, beta-arrestin-GFP, high content (AID 493036). Neurotensin receptor type 1 (Homo sapiens), P30989. NTR1-U2OS beta-arrestin-GFP spot imaging, agonist mode. actives 0.17% (n = 330,000). activation, % at 20 µM;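 active = activation at or above 40% of the spot to cytoplasm intensity ratio, with at least 20 cells analyzed; inconclusive = wells under 20 cells, flagged as cytotoxic or low count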;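 note: 0% = DMSO without peptide and 100% = 100 nM NTR1 peptide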
Target sequence (P30989 whole entry, looked up): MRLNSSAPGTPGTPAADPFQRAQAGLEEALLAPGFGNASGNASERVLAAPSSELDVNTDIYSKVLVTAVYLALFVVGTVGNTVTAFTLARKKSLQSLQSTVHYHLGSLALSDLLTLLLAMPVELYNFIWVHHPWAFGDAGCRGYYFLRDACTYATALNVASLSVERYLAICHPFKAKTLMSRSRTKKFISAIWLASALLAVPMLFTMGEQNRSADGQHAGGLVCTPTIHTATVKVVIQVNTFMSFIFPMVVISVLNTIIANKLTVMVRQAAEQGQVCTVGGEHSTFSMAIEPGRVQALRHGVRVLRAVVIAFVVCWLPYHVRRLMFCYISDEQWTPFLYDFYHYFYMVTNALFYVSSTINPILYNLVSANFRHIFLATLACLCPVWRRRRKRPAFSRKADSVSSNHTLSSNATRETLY
GPR55 antagonists: GPR55 antagonists blocking LPI-driven arrestin recruitment, primary screen, imaging, U2OS, beta-arrestin-GFP, LPI agonist (AID 2013); U2OS GPR55 beta-arrestin-GFP translocation imaging, LPI antagonism; higher % means a stronger effect; inhibition, % at 10 µM, or IC50 in µM where a hit was titrated; actives 0.13% (n = 290,000);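 active = spots per cell inhibited over 60%, with over 100 cells counted and total cytoplasm intensity under 500,000; inconclusive = wells with under 100 cells, flagged as likely toxic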;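 note: U2OS cells stably carrying GPR55 and arrestin-GFP stimulated by 5 µM LPI near EC80; imaged beta-arrestin-GFP aggregate spots per cell after agonist stimulation; plate controls were LPI-stimulated DMSO wells for no effect and DMSO wells without LPI for full effect; some results filed as inactive read as strong as hits; confirmed hits need IC50 under 10 µM and bright autofluorescent wells are also inconclusive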
T cell modulator vesicle-bound %: recorded beside T cell modulator, whose call it bears; double positive events, %; measured here: CD8+ vesicle-bound cell fraction;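 binding gate set so that unloaded-vesicle control wells show 10% double positive cells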
NTR1 agonist cell count 20 µM: recorded beside NTR1 agonist, whose call it bears; cell count; measured here: cell count, cytotoxicity flag
Numbers without * were called inactive; i = inactive; ? = inconclusive; . = no result given; [ ] = another dose, or the depositor's remark. An unsorted share of the library (roughly 0.62% active in at least one column).

Compound	GPR55 activation	West Nile antiviral	KOR beta-arrestin-1	GPR35 arrestin U2OS	T cell modulator	T cell modulator vesicle-bound %	PhoP inhibition	KOR beta-arrestin-2	NTR1 agonist	NTR1 agonist cell count 20 µM	GPR55 antagonists
COC(=O)C1=C(C)NC(=O)CC1c1cccc(Cl)c1Cl (stereo unspecified)	0.3%	0.1%	-1.4%	-1.4%	i	33.0	0.4%	31.2%	-1.4	77	10.0%
Cc1ccc(NC(=O)c2noc3c2CCc2ccccc2-3)cc1	-0.1%	0.0%	-1.2%	4.4%	i	10.4	6.9%	20.9%	3.4	85	-7.0%
CCOC(=O)c1cnc(SC)nc1Oc1cccc(NC(=O)c2ccc(Cl)cc2)c1	-0.1%	0.0%	0.0%	-0.4%	i	38.4	-11.5%	-1.7%	4.2	46	19.9%
COc1ccc(NC(C)=O)cc1NC(C)C(=O)Nc1cccc2ccccc12 (stereo unspecified)	-0.1%	0.4%	-5.5%	11.1%	i	23.1	7.9%	-16.7%	1.5	42	-12.7%
CCCCNC(=O)CSc1nc2cc(OC)c(OC)cc2c(=O)n1Cc1ccc(OC)cc1	-0.1%	?	2.9%	-5.0%	i	42.4	17.5%	-15.3%	-0.6	78	0.3%
CN(CCc1cnn(C)c1)Cc1cn(C)nc1-c1ccc2c(c1)OCCO2	-0.2%	0.5%	.	6.7%	i	62.3	-7.0%	-29.9%[20 µM]	-2.0	78	8.9%
CC1(C)Cc2cccc(OCC(=O)Nc3cccnc3Cl)c2O1	-0.1%	0.1%	-3.4%	5.5%	i	32.1	7.2%	25.0%	6.7	22	-0.1%
CCc1cccc(C)c1NC(=O)COC(=O)Cc1ccsc1	-0.2%	0.4%	-3.0%	8.3%	i	41.3	-3.5%	20.4%	-0.3	51	11.0%
CC1CCCCC1NS(=O)(=O)c1ccc2c(c1)CC(=O)N2C (stereo unspecified)	0.3%	-0.2%	-1.8%	-8.1%	i	28.2	-2.0%	-21.0%	-0.3	66	10.5%
C=CCOc1cccc(/C=C2\C(=O)N(Cc3ccc(C)cc3)C(C)=C2C(=O)OC)c1	17.4%	-0.9%	12.2%	-0.9%	i	56.6	3.3%	13.2%	11.9	82	25.3%
CCCCOC(=O)Nc1sc2c(c1C(=O)OC)CCC2	0.1%	0.5%	-0.7%	-10.5%	i	35.4	4.4%	14.4%	1.6	45	8.5%
C=C(C)C(=O)Nc1cccc(C2=NOC3(C2)C[C@H](C(N)=O)N(C(=O)c2ccccc2C(=O)c2ccccc2)C3)c1 (stereo partly specified)	-0.2%	0.1%	1.1%	-12.4%	i	3.6	-2.9%	4.5%	-4.1	101	-6.8%

Carrying on:
Compound	GPR55 activation	West Nile antiviral	KOR beta-arrestin-1	GPR35 arrestin U2OS	T cell modulator	T cell modulator vesicle-bound %	PhoP inhibition	KOR beta-arrestin-2	NTR1 agonist	NTR1 agonist cell count 20 µM	GPR55 antagonists
N#C/C(=C(/O)CN1CCCCC1)c1nc(-c2ccc(Cl)cc2)cs1	-0.1%	-0.1%	-0.2%	11.6%	i	5.1	8.3%	-2.6%	1.9	50	12.8%
O=C(c1ccc(F)cc1)c1ccc(N2CCCCC2)cc1	1.4%	-0.6%	-4.6%	15.6%	i	8.4	18.1%	0.9%	3.3	71	0.3%
Cc1ccc(NC(=O)c2cccc(Cl)c2)nc1	-0.2%	-0.1%	-0.7%	-4.6%	i	33.1	-0.6%	-16.2%	1.2	42	-1.8%
Nc1cccc2c(=O)c3ccccc3[nH]c12	0.7%	-1.1%	-0.1%	-16.1%	i	46.4	0.3%	-23.7%	0.4	49	2.8%
CCOC(=O)N1CCN(C(=O)COc2cccc3c2CCN(Cc2ccc(F)cc2)C3=O)CC1	-0.2%	.	2.9%	7.8%	i	44.1	-10.4%	20.2%	0.6	63	1.6%
O=C(NCc1ccncc1)NC1CCCCC1	-0.1%	-0.6%	.	1.7%	i	31.0	1.7%	-6.9%	0.2	40	-6.1%
COc1cc(/C=N/NC(=O)C(N)=O)ccc1OCC(=O)N1C(C)CCCC1C (stereo unspecified)	0.0%	0.4%	8.7%	-8.5%	i	7.7	-11.8%	17.7%	1.8	55	-1.6%
COc1ccc(/C=N/n2c(N)nc3ccccc32)cc1OC	-0.2%	0.1%	12.7%	9.4%	i	31.2	16.8%	-1.7%	1.2	67	2.1%
COc1ccc(C(=O)Nc2ccc3nc4n(c(=O)c3c2)CCCC4)cc1[N+](=O)[O-]	0.1%	0.0%	2.6%	0.2%	i	45.4	7.1%	-17.0%	2.0	52	0.1%
O=C(Nc1ccc2nc3n(c(=O)c2c1)CCCCC3)c1ccccc1[N+](=O)[O-]	-0.2%	0.2%	-1.9%	8.4%	i	37.9	-4.8%	-20.2%	1.7	56	-3.8%
O=c1[nH]nc(-c2ccc(F)cc2)cc1Cc1ccccn1	0.0%	-0.1%	5.0%	9.2%	i	17.2	-7.1%	7.1%	0.2	45	7.6%
FC(F)(F)c1cc(-c2ccco2)nc(NCc2ccccc2)n1	-0.1%	-0.1%	0.0%	-0.7%	i	10.0	-5.5%	20.3%	2.4	85	-3.1%

Next part.
Compound	GPR55 activation	West Nile antiviral	KOR beta-arrestin-1	GPR35 arrestin U2OS	T cell modulator	T cell modulator vesicle-bound %	PhoP inhibition	KOR beta-arrestin-2	NTR1 agonist	NTR1 agonist cell count 20 µM	GPR55 antagonists
COc1ccccc1CNC(=O)c1cnc2sccn2c1=O	0.3%	0.0%	-0.5%	-6.6%	i	50.2	.	-4.9%	-1.7	49	5.4%
O=C(O)c1ccccc1S(=O)(=O)NCC(O)COc1ccc(Br)cc1 (stereo unspecified)	-0.1%	0.0%	-3.9%	-2.0%	i	45.2	6.0%	22.9%	1.0	77	6.7%
Cc1ccc(-c2ccc(CO)o2)cc1N	-0.3%	0.1%	-4.9%	2.3%	i	51.5	10.4%	14.8%	0.1	56	22.9%
O=C(NC1CCN(C(=O)Nc2cccc(Cl)c2)CC1)c1ccco1	-0.3%	-0.9%	-3.5%	18.0%	i	34.6	3.1%	-18.3%	2.0	54	3.7%
COc1ccc(CCNC(=O)CCCn2nc(C)c([N+](=O)[O-])c2C)cc1OC	0.2%	1.0%	-3.1%	1.8%	i	37.7	0.9%	-6.9%	0.2	60	-30.2%
CCCN(CCC)C(=O)c1ccccc1C(=O)N(CCC)CCC	-0.2%	-0.9%	0.0%	0.6%	i	9.2	-3.4%	13.1%	0.1	80	0.2%
COc1cccc(-c2nnc(SCc3cccnc3)o2)c1	-0.2%	0.5%	8.1%	-1.4%	i	12.6	-4.5%	20.1%	1.5	81	2.6%
Nc1ccc(N=Nc2ccccc2)c2ccccc12	0.4%	1.2%	-0.2%	-3.1%	i	60.6	2.5%	23.3%	35.1	82	-7.2%
COC(=O)Cc1ccc(N(Cc2ccccc2F)S(=O)(=O)c2ccc(Br)cc2)cc1	0.1%	-0.7%	4.6%	12.0%	i	28.8	0.5%	17.3%	0.1	90	7.4%
O=c1c2ccccc2nc(SCc2ccc([N+](=O)[O-])cc2)n1-c1ccccc1	-0.1%	0.1%	5.7%	2.5%	i	8.1	-3.7%	-14.1%	4.9	80	6.2%
O=C(CSCc1cccc(Br)c1)N/N=C/c1ccc2c(c1)OCO2	-0.1%	-0.3%	2.7%	-8.7%	i	32.6	1.0%	-50.6%	-1.4	82	-1.7%
FCCCOc1ccc(-c2nccc(-c3ccc(Br)cc3)n2)cc1	0.2%	-0.3%	-0.8%	11.9%	i	23.2	-7.5%	12.0%	4.9	44	9.6%

Following part.
Compound	GPR55 activation	West Nile antiviral	KOR beta-arrestin-1	GPR35 arrestin U2OS	T cell modulator	T cell modulator vesicle-bound %	PhoP inhibition	KOR beta-arrestin-2	NTR1 agonist	NTR1 agonist cell count 20 µM	GPR55 antagonists
Cc1cc(C)cc(-n2nnnc2SCC(=O)Nc2cccc(NC(=O)c3ccco3)c2)c1	0.2%	0.4%	-1.5%	10.7%	i	30.5	-5.9%	38.5%	4.1	66	11.6%
COc1cc(NC(=O)COC(=O)c2nc3nc(C)cc(C)n3n2)cc(OC)c1	0.0%	-0.4%	1.7%	12.7%	i	6.2	-3.5%	-12.7%	0.9	51	.
COc1cc(/C=N/NC(=O)CCn2nc(C)cc2C)ccc1O	-0.1%	0.4%	-2.9%	-7.6%	i	25.9	-10.1%	14.3%	-2.2	40	13.5%
Cc1ccc(C(=O)N2CCCC2)cc1Br	0.3%	0.6%	-1.4%	-4.9%	i	46.6	2.0%	-7.9%	-4.9	72	23.0%
O=C(CSc1nc2ncccc2[nH]1)Nc1ccc2c(c1)OCCO2	-0.2%	0.3%	1.2%	-5.1%	i	37.4	24.0%	6.2%	-1.8	39	8.9%
Cc1cc(NC(=O)c2cccs2)ccc1NC(=O)Cc1ccccc1	0.3%	0.4%	-2.6%	-5.3%	i	52.9	-11.1%	17.9%	-1.5	88	10.5%
CC(=O)c1cccc(NS(=O)(=O)c2ccc(-c3cnc(C4CC4)o3)cc2)c1	-0.1%	0.1%	18.4%	-14.5%	i	34.9	11.2%	-64.5%	0.3	63	-29.2%
CN1C(=O)NC(c2ccccc2)C2=C1CN(CCc1ccccc1)C2=O (stereo unspecified)	-0.2%	-0.7%	-5.2%	3.2%	i	39.1	-3.4%	28.5%	-0.3	71	12.7%

Screening data deposited in PubChem BioAssay by several laboratories.
